Jurkat NFkB inh – inhibitors of induced NF-kB luciferase reporter, primary screen, TCR NF-kB activation inhibitor project, cell-based, luminescence, uHTS; actives 0.53% (n = 330,000); AID 435003, 2010; inhibition, % at 4 µM; Jurkat, PMA/ionomycin-induced NF-kB luciferase reporter
697 NFkB inh – inhibitors of PMA/ionomycin-induced NF-kB reporter, 697 cells, primary screen, B-cell NF-kB inhibitor project, cell-based, luminescence, uHTS | 697 B-cell NF-kB luciferase reporter, 16 h | inhibition, % at 4 µM | actives 0.33% (n = 330,000) | AID 435022, 2010; in the data active = inhibition above about 35%
SENP8 block – SENP8 protease inhibitors, primary screen, biochemical, luminescence; Sentrin-specific protease 8 (Homo sapiens), Q96LD8; purified SENP8, Z-RLRGG-aminoluciferin cleavage; inhibition, % at 10 µM; actives 1.2% (n = 330,000)
Target sequence (Q96LD8 whole entry, looked up): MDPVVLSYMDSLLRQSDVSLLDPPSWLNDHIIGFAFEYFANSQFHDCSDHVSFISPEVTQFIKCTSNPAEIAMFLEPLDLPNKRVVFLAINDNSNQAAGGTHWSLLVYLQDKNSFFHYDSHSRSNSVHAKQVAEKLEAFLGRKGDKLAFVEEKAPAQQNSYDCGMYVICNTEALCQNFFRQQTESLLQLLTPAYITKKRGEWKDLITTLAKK
EBI2 antag – EBI2 receptor antagonists, beta-arrestin recruitment, primary screen, cell-based, luminescence, 7a,25-OHC stimulation, uHTS; G-protein coupled receptor 183 (Homo sapiens), P32249; 7a,25-OHC stimulated; inhibition, % at 5 µM; actives 0.81% (n = 360,000); in the data active = inhibition above about 38%;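 also: enzyme fragment complementation signal reports receptor beta-arrestin coupling in cells; 0% = agonist plus DMSO wells and 100% = wells without agonist; some results beyond the cut were filed as inactive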
Target sequence (P32249 whole entry, looked up, the tested form may be a part): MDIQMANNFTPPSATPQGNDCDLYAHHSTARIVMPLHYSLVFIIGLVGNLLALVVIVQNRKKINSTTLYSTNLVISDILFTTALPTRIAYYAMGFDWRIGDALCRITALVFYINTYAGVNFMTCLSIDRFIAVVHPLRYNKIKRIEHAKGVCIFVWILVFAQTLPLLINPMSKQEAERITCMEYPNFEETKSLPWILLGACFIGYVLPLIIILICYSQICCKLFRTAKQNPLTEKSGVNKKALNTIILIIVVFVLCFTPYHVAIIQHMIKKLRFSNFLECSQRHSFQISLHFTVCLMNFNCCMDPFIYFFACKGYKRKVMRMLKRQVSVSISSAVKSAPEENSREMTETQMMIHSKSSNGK
CCR6 antag – CCR6 receptor antagonists, primary screen, cell-based, CHO-K1, luminescence, beta-arrestin, uHTS; actives 0.49% (n = 340,000); C-C chemokine receptor type 6 (Homo sapiens), P51684; inhibition, % at 20 µM; CHO-K1 CCR6 PathHunter beta-arrestin, CCL20-stimulated; AID 493098, 2011;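 active = compounds whose inhibition of the agonist-driven luminescence signal at 20 µM reaches about 50%, limit read from the data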;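 also: cells stimulated with CCL20 at 14 nM final; plate controls were DMSO with CCL20 for no effect and DMSO without agonist for full effect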
Apaf1 inhib – inhibitors of human Apaf-1 apoptosome, primary screen, biochemical, DEVD-Rh110 fluorescence, uHTS; Apoptotic protease-activating factor 1 (Homo sapiens), O14727; reconstituted apoptosome caspase-3 activity; inhibition, % at 20 µM; actives 0.71% (n = 330,000); AID 489030, 2010; active = inhibition of at least 40% at 20 µM;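 also: plate controls were DMSO wells for no effect and DEVD-CHO caspase inhibitor wells for full effect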
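Assay system: Apoptosome proteins | Medium: pH 7.5 Hepes buffer with CHAPS, BSA, DTT | Also added: Cytochrome c and DEVD-Rh110 substrate | Times: 30 min plus 50 min, RT | Detection: Rhodamine 110 fluorescence at Ex 480/Em 540 nm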
Gli-Sufu block – Gli-Sufu pathway antagonists, primary screen, luciferase luminescence, Sufu-KO-LIGHT cells, uHTS; actives 0.74% (n = 340,000); inhibition, % at 5 µM; Sufu-KO-LIGHT fibroblasts, Gli luciferase reporter luminescence;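 active = inhibition above about 55%, limit read from the data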;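 also: 0% = DMSO-treated cells and 100% = wells with medium but no cells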
UBC13 polyUb – UBC13 polyubiquitin chain formation inhibitors, primary screen, biochemical, TR-FRET, uHTS. Ubiquitin-conjugating enzyme E2 N (Homo sapiens), P61088. inhibition, % at 20 µM. actives 0.47% (n = 330,000). AID 485273, 2010; in the data active = inhibition above about 45%, passing the limit was not always enough; inconclusive = no clear call, values can overlap the other calls
Target sequence (P61088 whole entry, looked up): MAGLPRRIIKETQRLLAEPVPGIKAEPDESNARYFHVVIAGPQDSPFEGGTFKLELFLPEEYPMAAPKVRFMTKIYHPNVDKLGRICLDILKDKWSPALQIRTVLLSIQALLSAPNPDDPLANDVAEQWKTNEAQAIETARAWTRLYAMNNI
* marks the source's active call; other numbers are inactive results; ? = inconclusive; . = no result given; & = joins results of further samples. Rule as the data show it, unless noted: active = inhibition above about 50%; inactive = the rest. The list is partial; count on the stated rates, not on these rows.

SMILES	Jurkat NFkB inh	697 NFkB inh	SENP8 block	EBI2 antag	CCR6 antag	Apaf1 inhib	Gli-Sufu block	UBC13 polyUb
O=C(Cn1c2[n+](c3ccc(C(F)(F)F)cc31)CCCCC2)Nc1ccccc1	-0.5	8.1	-1.1	3.6	3.0	3.3	28.4	14.1
Cc1cc(C(=O)NC2CCC(C)CC2)c(C)o1 (centres undefined)	-98.1	-168.0	-6.4	5.1	10.8	-4.8	-83.3	-1.6
O=C1CCC(C(=O)OCC(=O)C23CC4CC(CC(C4)C2)C3)N1 (centres undefined)	-5.2	8.2	-7.4	-6.9	1.9	1.2	0.3	-0.9
Cc1cccc(S(=O)(=O)N/N=c2\sc3ccccc3n2C)c1	-10.1	4.5	1.3	-1.0	-1.8	-19.8	-8.0	-2.3
CCNCc1ccc(OCc2cccs2)c(OCC)c1	-1.0	-6.1	-3.8	4.1	6.0	1.9	5.0	-6.8
COc1ccc(CNC(=O)Cc2ccc(-c3ccccc3)cc2)cc1OC	-1.7	8.2	-1.8	-3.0	7.9	15.7	17.2	2.3
O=C(NC1CCCCNC1=O)c1ccco1 (centres undefined)	-1.8	-10.5	3.8	-5.1	0.9	-0.4	20.5	5.3
COc1ccccc1/C=C/C(=O)Nc1cccc(S(=O)(=O)NC2=NCCCCC2)c1	11.4	21.1	0.2	-42.6	3.6	11.4	-0.8	0.8
C=CCc1cccc(CNc2nc3ccccc3n2C)c1O	-12.0	-2.8	-1.9	-0.1	-0.1	-3.2	1.5	?
Cn1c(CNC(=O)c2ccc(Cl)c(Cl)c2)nnc1SCC(=O)Nc1sc2c(c1C#N)CCCC2	5.7	10.4	-1.2	3.0	-7.9	15.3	2.2	9.3
CC(/C=C/c1ccc(OCc2ccccc2)cc1)=N\O	-120.2	-119.7	33.5	-28.4	-10.1	-0.4	-57.0	-13.9
Cc1ccc(C(F)(F)F)cc1NC(N)=S	-0.8	4.7	3.6	1.4	11.1	-11.3	-6.7	4.5
O=C(NCCC1=CCCCC1)C1CCN(S(=O)(=O)N2CCCC2)CC1	-5.0	5.4	-0.9	0.8	0.7	-3.2	-0.6	-4.0
O=C(c1ccc(Cn2cc([N+](=O)[O-])cn2)o1)N1CCCC1	2.7	-3.9	-12.0	-3.5	4.1	-3.8	10.9	1.3
CCCCCC(=O)N1CCN(CCN=CC2=C(O)CC(c3ccc(OC)c(OC)c3)CC2=O)CC1 (centres undefined)	0.8	3.2	-2.6	-4.6&0.2	4.1&-8.6	2.7	-6.1&2.8	-15.4

Ordered by molar mass (smallest number first): part of the list above.
SMILES	Jurkat NFkB inh	697 NFkB inh	SENP8 block	EBI2 antag	CCR6 antag	Apaf1 inhib	Gli-Sufu block	UBC13 polyUb
CC(/C=C/c1ccc(OCc2ccccc2)cc1)=N\O	-120.2	-119.7	33.5	-28.4	-10.1	-0.4	-57.0	-13.9
O=C(NCCC1=CCCCC1)C1CCN(S(=O)(=O)N2CCCC2)CC1	-5.0	5.4	-0.9	0.8	0.7	-3.2	-0.6	-4.0
COc1ccccc1/C=C/C(=O)Nc1cccc(S(=O)(=O)NC2=NCCCCC2)c1	11.4	21.1	0.2	-42.6	3.6	11.4	-0.8	0.8
CCCCCC(=O)N1CCN(CCN=CC2=C(O)CC(c3ccc(OC)c(OC)c3)CC2=O)CC1 (centres undefined)	0.8	3.2	-2.6	-4.6&0.2	4.1&-8.6	2.7	-6.1&2.8	-15.4

The list goes on:
SMILES	Jurkat NFkB inh	697 NFkB inh	SENP8 block	EBI2 antag	CCR6 antag	Apaf1 inhib	Gli-Sufu block	UBC13 polyUb
COc1cc2cc(CN(CCN3CCOCC3)C(=O)Nc3ccc(F)cc3)c(=O)[nH]c2cc1OC	5.4	11.0	3.0	-5.5	8.0	-3.0	8.7	4.6
Nc1nc(CCl)nc(Nc2cccc3ccccc23)n1	49.0	5.2	-1.3	-14.3	-6.6	7.8	5.4	-0.2
O=C1CC(c2ccc(Cl)cc2)n2nc(NS(=O)(=O)c3ccc(F)cc3)nc2N1 (centres undefined)	7.7	9.2	-7.8	5.8	-20.0	0.0	-11.3	-5.2
Cc1cc([N+](=O)[O-])nn1CC(=O)NCCCN1CCOCC1	2.8	19.8	5.5	-6.5	-6.9	6.6	14.1	3.2
COc1ccc(NC(=O)COCC(=O)Nc2ccc(C)cc2)cc1	7.5	4.9	2.0	-7.6	11.2	-3.1	54.1	3.6
CCC(C)[C@H]1CN=C(N)N1CCc1cc(C(F)(F)F)cc(C(F)(F)F)c1 (some centres undefined)	-18.0	-7.7	3.5	-6.0	4.0	56.5*	36.9	79.4*
COCCNC(=O)C(C)Oc1ccc(Cl)cc1Cl (centres undefined)	-3.3	10.7	-13.8	6.7	-7.7	1.9	-3.0	-15.1
CCCCS(=O)c1snnc1C (centres undefined)	0.8	11.5	5.6	-2.1	4.3	-0.8	-2.0	-1.1
O=[N+]([O-])c1cccnc1Oc1ccc(OCc2ccccc2)cc1	-44.8	-34.0	-1.3	0.7	14.9	11.4	-23.3	4.0
O=C1CC(c2cccc(Cl)c2)CC(O)=C1C=NCCCO (centres undefined)	7.0	16.6	-2.2	-4.5	1.0	0.6	-5.0	6.1
Cc1ccccc1CN1CCN(C(=O)c2cccc(F)c2)CC1	0.3	-2.4	-0.8	3.0	-2.1	-5.5	12.8	4.7
O=C(CSc1nnc(-c2ccccc2F)o1)OCc1ccccc1	3.3	-15.1	-12.9	-10.3	-16.9	-17.4	24.6	0.3
COc1ccc(NC(=O)c2oc3ccccc3c2NC(=O)COc2ccccc2OC)c(OC)c1	10.3	5.4	7.6	5.4	9.0	4.3	10.4	10.5
O=C(Cc1ccc(Br)cc1)N1CCN(C(=O)c2ccco2)CC1	-2.1	-3.0	0.8	3.4	7.2	-1.5	-4.2	-5.0
CC1CCN(C(=O)c2ccc(S(=O)(=O)NCc3ccco3)cc2)CC1	8.5	16.6	4.7	-6.8	8.2	-10.2	-0.1	10.5
COc1ccc(-n2c(Cc3cccn3C)nnc2SCC(=O)Nc2nccs2)cc1	8.2	9.5	-0.5	-0.2	11.0	7.4	16.4	1.8
O=C(O)c1[nH]nc2c1COc1ccccc1-2	-7.7	6.0	-13.9	-5.3	-4.3	3.5	-16.3	0.6
Cc1cc(OCc2nn[nH]n2)c2c(C)c(CC(=O)O)c(=O)oc2c1	8.3	5.1	5.6	-19.6	12.0	-0.4	3.3	9.8
CCOc1ccc(CCNC(=O)COC(=O)c2ccccc2O)cc1OCC	13.7	0.0	3.4	2.8	9.3	-0.2	2.7	0.6
COc1ccc(CCN(C(=O)/C=C/C(=O)O)C2CC(=O)N(c3ccccc3)C2=O)cc1 (centres undefined)	1.0	-9.4	0.5	8.4	3.9	2.4	-0.8	-6.4
O=C(NC1CCCC1)C(c1cccnc1)N(C(=O)c1csnn1)c1ccc(F)cc1 (centres undefined)	-10.5	13.3	0.8	2.3	8.4	-0.1	-4.5	6.3
CCC1=C(OC(=O)N(CC)CC)N2C(=O)OC(=NCCc3c[nH]c4ccccc34)[C@]2(Cc2ccccc2)[C@H]2C1=CC[C@H]1C(=O)N(c3ccccc3)C(=O)[C@H]12	-4.9	10.9	-1.5	13.1	8.7	11.5	.	-25.9
CN(CCOC(=O)CN1C(=O)c2ccccc2C1=O)C1=NS(=O)(=O)c2ccccc21	-0.9	17.2	-10.2	.	.	2.4	.	0.2
Cc1nc(C)c(CCNC(=O)c2ccccc2)s1	1.0	5.0	-4.2	-3.2	-4.4	-7.3	1.6	10.4
CN(CC(=O)NC1CCCCCC1)S(=O)(=O)c1ccc(Br)cc1	-5.7	11.3	-7.6	4.4	10.2	9.9	0.5	-10.7
Cc1nc(NCCc2ccccc2)sc1C(=O)N(C)C	-18.3	-8.2	-14.8	-10.6	6.0	-1.4	-12.3	-15.5
O=C(CC(=O)N/N=C/c1c(F)cccc1Cl)NCCc1ccccc1	0.5	-6.0	3.4	-5.2	14.3	-16.1	4.3	2.7
CCOC(=O)c1c(C)[nH]c(C)c1S(=O)(=O)NCc1ccccc1C	1.1	-12.5	-8.8	-11.1	16.3	12.4	-3.8	-3.9
COc1ccc(N(C(=O)c2ccncc2)S(=O)(=O)c2ccc(OC)c(OC)c2)cc1	7.1	0.8	-3.8	-8.4	-4.1	11.8	-4.8	2.2
C=CCc1cccc(/C=N/NC(=O)C(=O)Nc2ccc(C)cc2)c1O	-14.4	-4.9	-4.9	4.4	13.6	1.5	-11.4	-11.0
CCCN1C(=O)/C(=C/c2ccc(C)o2)NC1=S	1.9	18.5	7.6	.	.	-1.3	.	-13.9
COc1cccc(-n2sc3c(c2=S)-c2cc(OC)ccc2NC3(C)C)c1	-3.4	-19.5	2.6	21.1	16.6	-9.1	8.5	5.8
O=C(CNc1ccc(Br)cc1)c1ccccc1	1.4	1.4	47.9	31.2	80.7*	2.9	-1.3	-10.0
CCOC(=O)CNC(=S)NN(C)C	0.9	2.6	-7.7	-9.4	6.1	-14.4	6.0	7.5
Cc1cc(NC2CCCCC2)nc(NCc2ccccc2)n1	46.1	-21.8	-4.4	-8.4	-5.1	1.8	79.5*	44.5
CCCCOc1ccc(-c2nnn(C(C)(C)C(=O)OC)n2)cc1	-20.0	-27.6	-11.4	6.1	7.2	27.3	-27.1	7.4
Cc1c(NC(=O)c2cc(-c3ccc(Br)cc3)on2)c(=O)n(-c2ccccc2)n1C	6.0	3.2	-4.5	-3.6	7.2	7.1	22.0	-3.8
COc1cc(/C=C2\SC(N)=NC2=O)cc(Cl)c1O	4.1	6.7	12.2	-5.1	7.7	1.5	-12.4	-48.1
O=C1NCC(c2ccccc2)C1C(=O)N/N=C\c1ccc(-c2cccc(Cl)c2Cl)o1 (centres undefined)	-13.1	-2.3	-3.3	0.2	-31.6	40.0*	10.0	2.1
CN(C)Cc1c(O)ccc2c(=O)c(-c3ccccc3Cl)c(C(F)(F)F)oc12	-35.0	-32.5	-2.2	4.5	6.0	-7.5	7.9	-8.9
N#C/C(=N\Nc1ccc(Cl)cc1)C(=O)c1ccsc1	-5.0	-74.6	29.1	-8.2	15.5	-0.4	30.0	-14.9
C[C@H](CO)N1C[C@H](C)[C@@H](CN(C)C(=O)Nc2ccc3c(c2)OCO3)Oc2c(NC(=O)C3CCCCC3)cccc2C1=O	16.0	12.7	1.9	-12.2	4.6	9.2	-2.6	4.6
COc1cc(C(=O)COC(=O)C2CCN(c3ccc(C(F)(F)F)cn3)CC2)ccc1OC(F)F	9.2	-8.7	0.6	9.2	17.2	14.1	-7.1	-3.9
COC(=O)c1cc(Br)c(=O)n(-c2ccc(F)cc2)c1	-1.4	8.2	-0.3	15.5	-0.3	-7.4	-14.3	16.6
C=CCOC(=O)C1=C(C)N=c2s/c(=C3\C(=O)N(CC(=O)O)c4ccccc43)c(=O)n2C1c1ccc(OC)cc1 (centres undefined)	-0.7	-2.5	-6.8	4.8	23.1	20.7	-3.9	-101.3
CC(NC(c1ccccc1)c1ccccc1)C(=O)N1CCCc2ccccc21 (centres undefined)	-4.6	-10.3	-4.2	20.6	44.3	14.6	0.5	6.0
O=[N+]([O-])c1cccc(NC(=S)NCCc2ccccc2)c1	-15.9	-42.0	-9.9	4.1	19.2	5.3	27.2	-10.2
Cc1ccc(-c2noc(=O)n2CC(=O)Nc2ccc(S(=O)(=O)NC3CC3)cc2)cc1	5.3	14.1	-2.4	0.9	-2.6	-7.9	1.9	4.6
COc1ccc(-c2[nH]ncc2CN2CCC(O)(c3ccc(Cl)cc3)CC2)cc1	42.3	6.8	-2.0	11.4	18.7	-8.5	17.0	9.1

Assay outcomes deposited in PubChem by Sanford-Burnham Center for Chemical Genomics.
